Assay outcomes deposited in PubChem BioAssay by The Scripps Research Institute Molecular Screening Center.
CHO parental Ca: counter-screen: ATP calcium response change in parental CHO cells; parental CHO-K1, ATP-induced calcium, Fluo-8 fluorescence; inhibition, % at 5.6 µM; actives 0.63% (n = 330,000); AID 463079;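 active = inhibition above that plate's mean sample inhibition plus 3 SD, cut at about 26% in these data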;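 note: 0% = ATP-challenged DMSO wells and 100% = DMSO wells without ATP; some compounds past the cut are filed as inactive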
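Test system: untransfected parental CHO cell line; also added: ATP stimulus; dosing: 5.6 µM, single dose; signal: calcium-sensitive Fluo-8 fluorescence; measure: percent inhibition of ATP-evoked calcium rise, normalized to controls; benchmarks: low control ATP plus DMSO, high control DMSO only; replication: one well per compound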
CHO-K1 Ca PAM: counter-screen for M1 PAMs: effect in parental CHO-K1 cells | ATP EC20, Fluo-8 calcium fluorescence; 0% at ATP EC20, 100% at ATP max | activation, % at 3 µM | actives 0.02% (n = 360,000);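 active = activation above the run cutoff, the mean activation of all test compounds plus 3 SD, cut at about 40% in these data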;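 note: peak over basal fluorescence ratio in a 140 s read after ATP addition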
CHRM1 antagonist: antagonists of human M1 muscarinic receptor; CHO-K1 hM1, Fluo-8 calcium fluorescence, ACh EC80 antagonist; inhibition, % at 3 µM; actives 1.3% (n = 360,000);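 active = percent inhibition above its own plate's cutoff, namely the mean of that plate's compound wells plus 3 SD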;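 note: peak over basal fluorescence ratio during 140 s after agonist addition; 0% = ACh EC80 plus DMSO and 100% = DMSO alone without agonist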
Target sequence (P11229 whole entry, looked up): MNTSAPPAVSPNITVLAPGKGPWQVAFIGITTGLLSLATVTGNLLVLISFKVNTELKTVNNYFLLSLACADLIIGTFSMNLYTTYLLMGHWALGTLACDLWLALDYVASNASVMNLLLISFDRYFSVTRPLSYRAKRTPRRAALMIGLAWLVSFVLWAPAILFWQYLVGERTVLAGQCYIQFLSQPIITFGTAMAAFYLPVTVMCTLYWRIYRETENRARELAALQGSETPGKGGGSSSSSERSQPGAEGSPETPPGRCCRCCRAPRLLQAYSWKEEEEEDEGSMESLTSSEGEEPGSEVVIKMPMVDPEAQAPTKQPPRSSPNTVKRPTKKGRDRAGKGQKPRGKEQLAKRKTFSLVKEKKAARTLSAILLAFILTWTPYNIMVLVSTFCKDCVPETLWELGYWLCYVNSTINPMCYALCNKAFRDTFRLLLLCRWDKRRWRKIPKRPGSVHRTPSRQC
TAAR1 agonist: agonists of human TAAR1; Q96RJ0; CHO RD-HGA16 TAAR1, Fluo-8 calcium fluorescence; vehicle wells 0%, saturating PEA agonist 100%; activation, % at 3 µM; actives 0.99% (n = 360,000);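 active = activation above the mean activation of all test compounds in the run plus 3 SD, cut at about 38% in these data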
Target sequence (Q96RJ0 whole entry, looked up): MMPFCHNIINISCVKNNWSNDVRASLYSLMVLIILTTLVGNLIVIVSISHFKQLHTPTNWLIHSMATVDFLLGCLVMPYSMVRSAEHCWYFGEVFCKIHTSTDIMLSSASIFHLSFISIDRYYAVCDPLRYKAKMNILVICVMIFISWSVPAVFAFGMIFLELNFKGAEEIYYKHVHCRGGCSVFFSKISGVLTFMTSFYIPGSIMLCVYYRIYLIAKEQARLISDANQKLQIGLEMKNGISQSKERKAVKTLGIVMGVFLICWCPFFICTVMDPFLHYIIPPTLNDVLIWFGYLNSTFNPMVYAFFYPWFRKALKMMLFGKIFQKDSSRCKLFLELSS
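Signal – calcium-sensitive Fluo-8 signal, excitation 470-495, emission 515-575 nm · System – RD-HGA16 (CHO) cells co-expressing Gα16 and hTAAR1 · Incubation – 17-24 h seeding, 75 min 37 °C dye, 30 min RT · Compound dosing – 3 µM single concentration · Repeats – no replicates (n 1)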
CHO-K1 Ca ag: M1 agonist counterscreen hit in parental CHO-K1 cells; Fluo-8 calcium fluorescence; scaled to maximal ATP response, vehicle zero; activation, % at 3 µM; actives 0.48% (n = 360,000); in the data active = activation above about 15%;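 note: untransfected CHO-K1 host cells lacking M1 receptor as counterscreen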
TAAR1 antagonist: human TAAR1 antagonism. Q96RJ0. CHO RD-HGA16 TAAR1, Fluo-8 calcium fluorescence, antagonist. inhibition, % at 3 µM. actives 1.5% (n = 360,000). AID 624466;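 active = inhibition above a per-plate cutoff, the mean inhibition of test compounds on that plate plus 3 SD, cut at about 49% in these data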;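 note: 0% = DMSO plus EC80 beta-PEA response and 100% = DMSO alone without agonist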
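Assay system: CHO-derived RD-HGA16 cells stably expressing human TAAR1 plus Gα16. Timing: 140 s kinetic read after compound, 140 s after agonist. Technique: kinetic Fluo-8 calcium fluorescence measurement. Measure: % inhibition of agonist calcium response.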
M1 ag: agonists of human M1 muscarinic receptor; CHO-K1 hM1, Fluo-8 calcium fluorescence, agonist mode; 0% DMSO, 100% acetylcholine EC100; activation, % at 3 µM; actives 0.33% (n = 360,000); AID 588814;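 active = activation above the run's mean compound activation plus 3 SD, cut at about 16% in these data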;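 note: peak over basal fluorescence ratio within a 140 s kinetic read after compound addition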
M1 PAM: potentiates human M1 receptor response to acetylcholine | activation, % at 3 µM | actives 0.088% (n = 360,000) | P11229 | CHO-K1 hM1, Fluo-8 calcium fluorescence, ACh EC20; 0% = ACh EC20, 100% = maximal ACh; in the data active = activation above about 19%, passing the limit was not always enough
CHO-K1 Ca antag: nonselective inhibitor or artifact in parental CHO-K1 cells; inhibition, % at 3 µM; ATP-induced calcium, Fluo-8 fluorescence; AID 602250; actives 0.6% (n = 360,000);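 active = inhibition above a per-plate cutoff, the plate's mean sample inhibition plus 3 SD, cut at about 24% in these data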;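 note: 0% = DMSO plus EC80 ATP and 100% = DMSO alone without ATP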
Starred values were filed as active, the others as inactive; . = not tested or not shown; & = joins results of further samples.

SMILES	CHO parental Ca	CHO-K1 Ca PAM	CHRM1 antagonist	TAAR1 agonist	CHO-K1 Ca ag	TAAR1 antagonist	M1 ag	M1 PAM	CHO-K1 Ca antag
COc1ccccc1N1C(=O)C2CCC(c3ccccc3)CC2C1=O (stereo not given)	-7	6	-2	6	4.0	12	2	4	13
Cc1onc(-c2ccccc2)c1C(=O)OCc1nnc(-c2ccc([N+](=O)[O-])cc2)o1	-4	7	13	4	9.5	21	-3	-14	-7
Cn1cc(S(=O)(=O)N2CCCC2)cc1C(=O)Nc1cccc(C(F)(F)F)c1	12	4	-17	-2	-0.2	-25	-3	11	-8
Cc1ccc(C)n1-c1ccc(C(=O)Nc2ccccc2)cc1	6	5	-3	-1	-0.6	-6	-7	1	9
O=S(=O)(c1cccc(C(F)(F)F)c1)N1CCN(c2ccccc2)CC1	-13	29	-6	-1	0.8	4	-6	0	-10
Cc1c(C)n2c(SCC(=O)NCc3ccc4c(c3)OCO4)nnc2[nH]c1=O	15	8	-1	-1	-0.6	-29	5	14	22
Cc1sc2c(=O)n3c(nc2c1C(=O)NCCCN1CCOCC1)CCCCC3	-21	1	11	1	-0.5	7	-5	-7	-1
N#C/C(=C\c1ccc(-c2cccc([N+](=O)[O-])c2)o1)C(=O)Nc1nc(-c2cccs2)cs1	-5	7	-3	1	0.5	8	-1	6	-4
COc1ccc(-c2ccc(C)cc2)cc1[C@H]1[C@@H]2C=CCC[C@@]2(C)C(=O)N1Cc1ccccc1	-29	16	-18	3	0.1	-10	-2	12	-7
CN(C)CCNC(=O)C(=O)NCC1OCCN1S(=O)(=O)c1ccc2c(c1)OCCO2 (stereo not given)	-6	13	-13	1	1.6	-7	-5	7	-19
CC(=O)c1c(C)[nH]c(C(=O)CN(C)CC(=O)Nc2ccccc2Cl)c1C	-21	9	5	12	5.9	36	5	-11	-7
CCN1CCN(c2cc(C)c3cc(NC(=S)N4CCCC4)ccc3n2)CC1	-2	16	-9	0	0.6	-22	-4	10	-9
CCO[C@@H]1OC(C(=O)NC2CC2)=C[C@H](c2c[nH]c3ccccc23)[C@H]1CCCO	-5	17	1	8	-0.1	1	-3	0	-11
NS(=O)(=O)c1cccc(NC(=O)CSc2nc3ccccc3c(=O)n2CC2CCCO2)c1 (stereo not given)	.	-12	6	2	-0.2	5	-4	-2	8
CN(Cc1ccccc1)C(=O)c1cccc(NC(=O)Cc2ccc(NC(=O)C3CCCN(C(=O)C4CC4)C3)cc2)c1 (stereo not given)	.	0	-5	4	-0.2	-5	-10	3	-8
COc1cc(/C=C/c2noc(-c3ccccc3O)n2)ccc1OC(C)=O	-5	16	-10	1	0.2	-25	-1	10	-11
Cc1cc(Cl)ccc1OCC(=O)OCC(=O)N(CC(C)C)c1c(N)n(Cc2ccccc2)c(=O)[nH]c1=O	-25	1	-6	3	0.2	-5	-3	8	3
N#Cc1c(-c2ccccc2)nc2n(c1=O)CCS2	-19	15	-6	4	0.3	4	-2	8	-3
CCc1nc2c(OCCn3cccc3)cccn2c1N(C)C(=O)c1cccs1	.	10	-7	9	0.0	-33	-7	-2	2
COc1ccc(-c2oc3c(c2-c2cnc(OC)nc2)C(O)CC3)cc1 (stereo not given)	.	-2	.	1	-0.1	-6	.	.	2
COc1ccccc1-c1noc(CCC(=O)Nc2cc(C(F)(F)F)ccc2Cl)n1	13	-8	17	24	-0.1	2	0	-4	-9
COc1cc(S(=O)(=O)N2CCN=C2c2ccccc2)ccc1Cl	-2	2	-1	0	2.2	-6	-3	0	-2
CC(=O)NC(Cc1ccc(F)cc1)C(=O)NC1CCN(C(=O)Nc2ccccc2C)CC1 (stereo not given)	-6	-3	-13	3	0.4	-7	-1	11	1
COc1ccc(N(CC(O)Cn2c(C)nc3ccccc32)S(=O)(=O)c2ccc(C)cc2)cc1 (stereo not given)	-26	13	-4	1	1.6	-1	-12	-16	-5
CCOC(=O)N1CCN(C(=O)C2CC(c3ccccc3OC)=NO2)CC1 (stereo not given)	-14	14	-3	0	0.2	12	-6	6	-8
CC(C)(C)NC(=O)COc1coc(CN2CCN(C(=O)c3ccco3)CC2)cc1=O	3	-2	-6	4	0.9	-7	-3	10	0
CC(C)(C)NCc1cc(Br)ccc1OCc1cccs1	-15	14	-2	3	1.9	8	-7	-5	-7
COc1ccc(N2C(=O)CC(NC3CC3)C2=O)cc1 (stereo not given)	3	1	-21	11	0.3	-14	-3	14	-5
COCCCn1c(SCC(=O)Nc2ccccc2)nnc1-c1ccncc1	-10	1	-28	8	0.0	5	-2	9	1
Cc1cccc(N2CCN(C(=O)CCc3nc4ccccc4c(=O)[nH]3)CC2)c1C	-16	25	-13	-2	0.4	-31	-4	9	-23
CC(C)(C)OC(=O)C[C@H]1C/C=C\C[C@@H](CC(=O)NCCO)C(=O)NC[C@H](c2ccccc2)OC1=O	-8	15	-7	3	0.4	-9	-3	9	-14
Cc1cc(=O)[nH]c(N2CCOCC2)n1	-17	-10	0	2	-0.5	8	-2	-2	5
CCN(CC(=O)NCCC1=CCCCC1)S(=O)(=O)c1ccccc1	-19	-2	-22	1	0.9	-12	-2	-1	-6
Cc1cccc(OCC(=O)Nc2ccc3c(c2)nc2n3CCOC2)c1	-9	12	-8	1	0.9	-12	-4	11	-1
CCN(CC)C(=O)c1cc(-c2ccc(Br)cc2)on1	-15	-14	9	8	0.3	20	-7	-2	8
Cc1ccccc1CNS(=O)(=O)c1ccccc1[N+](=O)[O-]	-5	1	7	2	0.0	3	-7	1	4
COc1ccc(NS(=O)(=O)c2ccc(NC(=S)NC(=O)C(C)C)cc2)cc1	18	14	2	77*	7.9	20	19*	4	-1
O=C(c1ccc2c3c(cccc13)CC2)C1CCCN(C(=O)c2ccc(=O)[nH]c2)C1 (stereo not given)	-31	11	-4	0	0.8	18	-3	4	-12
NNC(=O)C1C(O)CCC2CN3CCc4c([nH]c5ccccc45)C3CC21 (stereo not given)	.	32	-14	4	1.0	-31	-5	9	-21
CCCCOc1ccc(/C=C/C(=O)Nc2ccc([N+](=O)[O-])cc2C)cc1	-18	19	-1	0	0.8	-1	-10	-4	-7
COc1ccccc1NC(=O)c1ccc([N+](=O)[O-])cc1[N+](=O)[O-]	-9	25	-11	1	0.1	0	-7	4	-20
CC1(C)Cc2c(sc3nc4n(-c5ccccc5)c(=O)c(CCC(=O)O)nn4c(=O)c23)CO1	-15	23	0	-1	1.9	-16	-1	4	-15
COc1ccc(CC(=O)Nc2cc(C)ccn2)cc1	-7	14	13	12	0.1	5	-9	-6	-12
CC(C)C(=O)Nc1ccc(C=C2C=Cc3ccccc32)cc1	.	-9	-1	0	0.3	24	-3	-6	7
NC(=NCCc1ccccc1)NS(=O)(=O)c1ccc2ccccc2c1	-9	10	6	2	0.1	-15	0	-5	-6
O=C(NCCN1Cc2ccccc2C1=O)c1cccs1	-3	-6	-42	3	0.2	-12	6	10	10
Cc1cc(C(C)(C)C)oc1C(=O)N(CC(=O)NC1CCCC1)c1c(C)cccc1C	46*	17	2	12	2.0	30	-7	-10	2
Cc1nn(C)c(C)c1NC(=O)CSc1nnc(C)n1-c1ccccc1	-10	7	4	7	-0.1	-9	0	0	-7
CC1Cc2ccccc2N1C(=O)CSc1ccccn1 (stereo not given)	.	-3	7	0	0.3	-16	-3	13	-2
NC(=O)C1(S(=O)(=O)c2ccccc2)CCCCC1	-16	-1	-8	5	0.5	-5	-3	1	5

By substructure, those above with a CF3 group.
SMILES	CHO parental Ca	CHO-K1 Ca PAM	CHRM1 antagonist	TAAR1 agonist	CHO-K1 Ca ag	TAAR1 antagonist	M1 ag	M1 PAM	CHO-K1 Ca antag
Cn1cc(S(=O)(=O)N2CCCC2)cc1C(=O)Nc1cccc(C(F)(F)F)c1	12	4	-17	-2	-0.2	-25	-3	11	-8
O=S(=O)(c1cccc(C(F)(F)F)c1)N1CCN(c2ccccc2)CC1	-13	29	-6	-1	0.8	4	-6	0	-10
COc1ccccc1-c1noc(CCC(=O)Nc2cc(C(F)(F)F)ccc2Cl)n1	13	-8	17	24	-0.1	2	0	-4	-9

(more compounds)
SMILES	CHO parental Ca	CHO-K1 Ca PAM	CHRM1 antagonist	TAAR1 agonist	CHO-K1 Ca ag	TAAR1 antagonist	M1 ag	M1 PAM	CHO-K1 Ca antag
CCN(CC)c1ccc(NC(=S)NC(=O)Cc2ccccc2)cc1	-17	7	-4	3	0.1	-8	-7	1	5
Cc1ccc(N=Cc2ccc(N(C)C)cc2)cc1C	1	23	-4	2	0.8	-9	-4	8	-18
O=c1[nH]n(-c2ccccc2)c(=O)c(Cl)c1Cl	-8	-10	0	.	-0.3	.	-1	8	1
C=CCc1ccccc1OCC(O)CN1CCN(c2ccccc2OC)CC1 (stereo not given)	-9	15&20	-22&-6	8&3	7.5&2.1	1&1	1&-5	-2&0	-20&-13
O=C(c1cc(C2CC2)nn1-c1ccccc1)N1CCN(Cc2c(F)cccc2Cl)CC1	-28	-15	0	1	0.1	7	4	18	-6
CC(NC(=O)CN1c2cccc3cccc(c23)S1(=O)=O)c1ccccc1 (stereo not given)	.	-16	-3	15	1.5	-7	9	9	7
O=C(Nc1ccc(-c2nnc(-c3ccccc3)o2)cc1)C(F)(F)F	7	-3	2	0	0.3	-4	-3	4	-2
CN1/C(=C/C2CC(=O)N(c3cccc4ccccc34)C2=O)C(C)(C)c2ccccc21 (stereo not given)	-12	4	12	16	3.9	50*	0	-5	-2
COC(=O)C1=C(C)N(C)C(=S)N(C)C1c1ccc(OC)cc1 (stereo not given)	-5	22	-13	8	0.3	-6	-13	10	-10
O=C(Nc1nnc(SCc2cccc3ccccc23)s1)C1COc2ccccc2O1 (stereo not given)	-12	18	-1	3	0.4	8	-7	-3	-8
CC(C)Sc1snnc1-c1ccccc1	-8	-12	12	9	-0.8	10	-6	2	16
OC[C@@H]1CN(CCN2CCOCC2)C[C@H](n2cnc3c(NCc4ccco4)ncnc32)O1	.	-4	-4	2	-0.1	-14	-1	0	-2
Cc1nc(S(=O)(=O)Cc2ccc(Cl)cc2)nc2c1CCC2	-7	29	-5	16	4.8	9	-11	8	-17
O=C(COC(=O)CSc1ccc(F)cc1)NC1CCCCCC1	-19	-14	-5	2	-0.1	13	-2	1	-8
CCCS(=O)(=O)NC(=O)C1(C)CCCN(C(=O)c2ccccc2Br)C1 (stereo not given)	.	-7	-3	1	0.0	-35	-1	5	1
O=C(CC1CCCC1)N1CCN(S(=O)(=O)c2ccc(F)cc2)CC1	-24	6	-8	9	1.5	0	-4	6	-17

Printed as active in TAAR1 antagonist, among the entries above:
smiles | CHRM1 antagonist | TAAR1 antagonist | M1 ag | M1 PAM
CN1/C(=C/C2CC(=O)N(c3cccc4ccccc34)C2=O)C(C)(C)c2ccccc21 (stereo not given) | 12 | 50* | 0 | -5
